Screens (PubChem BioAssay)
Pf gametocyte – P. falciparum stage V gametocyte viability inhibition | P. falciparum stage V gametocytes, ATP luminescence, 24 h | AID 743093 | inhibition, % at 10.9 µM | actives 0.065% (n = 150,000);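 active = inhibition above the mean plus 3 SD of compounds within the control limits, set per campaign, cut at about 38% in these data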;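 note: 0% = DMSO wells and 100% = medium only without gametocytes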
Mcl1 Noxa PPI – Mcl-1/Noxa interaction inhibition. TR-FRET Mcl-1/Noxa peptide binding, 2 h. AID 1022. inhibition, % at 21.7 µM. Q07820. actives 1.5% (n = 220,000);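 active = compounds that cut the protein-peptide binding signal by more than 50% relative to plate controls in a single-dose test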;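 note: His-tagged Mcl-1 with rhodamine Noxa BH3 peptide and terbium anti-His antibody; 0% = Mcl-1 plus Noxa peptide wells and 100% = peptide-only wells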
Target sequence (Q07820 whole entry, looked up): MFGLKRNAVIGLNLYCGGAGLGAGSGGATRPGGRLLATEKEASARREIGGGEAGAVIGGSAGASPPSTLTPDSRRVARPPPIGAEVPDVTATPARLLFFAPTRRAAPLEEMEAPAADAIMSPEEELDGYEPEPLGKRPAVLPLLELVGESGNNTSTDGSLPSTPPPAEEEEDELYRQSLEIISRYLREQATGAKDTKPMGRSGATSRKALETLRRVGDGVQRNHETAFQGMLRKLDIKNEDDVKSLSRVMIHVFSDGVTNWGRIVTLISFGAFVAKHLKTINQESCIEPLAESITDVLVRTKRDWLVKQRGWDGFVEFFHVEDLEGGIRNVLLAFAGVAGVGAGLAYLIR
Mcl1 Bid PPI – Mcl-1/Bid interaction inhibition; Q07820; actives 0.97% (n = 220,000); TR-FRET Mcl-1/Bid-Dy647 peptide binding, 1536-well; inhibition, % at 21.7 µM;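 active = compounds that cut the binding signal by more than half at the single screening dose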;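 note: His-tagged Mcl-1 with europium anti-His antibody binding Bid BH3 peptide; 0% = Mcl-1 plus peptide wells and 100% = peptide-only wells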
ABCG2 block – blocks JC-1 efflux by human ABCG2 transporter; Q9UNQ0; IgMXP3 cells, flow cytometry; inhibition, % at 6.6 µM; actives 0.1% (n = 190,000);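 active = inhibition above 80%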;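 note: 0% = DMSO and 100% = nicardipine control wells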
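Test system: IgMXP3 (ABCG2) plus far-red-tagged CCRF-Adr (ABCB1) cells / Amount: 3 million cells/mL in well / Reagent: JC-1 transporter substrate / Timing: 10 min compound exposure, 25 °C / Signal: flow cytometry, 530 nm JC-1 signal / Read-out: percent efflux inhibition, scaled nicardipine 100% to DMSO 0% / Benchmarks: nicardipine as high control, DMSO as low control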
ABCB1 block – inhibitors of human ABCB1 transporter, ABCG2 counter-screen | P08183 | CCRF-Adr cells, JC-1 efflux, flow cytometry | inhibition, % at 6.6 µM | actives 0.067% (n = 190,000) | AID 1326; in the data active = inhibition above about 40%;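 note: 0% = vehicle and 100% = reference inhibitor; higher value means more JC-1 retained so stronger ABCB1 efflux block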
Avidin bead fluor – compound fluoresces at 488/530 nm on avidin beads; compound fluorescence 488/530 nm, flow cytometry; active compounds read high; fluorescence (KMESF) at 10 µM; actives 0.38% (n = 220,000); AID 1775; in the data active = fluorescence above about 47; note: inactives centre near 10
RGS8-Gao reg – modulates binding of RGS8 to human Galphao; P09471; actives 0.34% (n = 220,000); multiplexed bead flow cytometry; actives lie on both sides; AID 1423; response (percent of control binding), % at 10 µM; in the data active = response below about 60% or above about 140%; inactive = in between;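 note: Galphao activated as the GDP aluminium fluoride complex binding bead-coupled RGS8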
Target sequence (P09471 whole entry, looked up): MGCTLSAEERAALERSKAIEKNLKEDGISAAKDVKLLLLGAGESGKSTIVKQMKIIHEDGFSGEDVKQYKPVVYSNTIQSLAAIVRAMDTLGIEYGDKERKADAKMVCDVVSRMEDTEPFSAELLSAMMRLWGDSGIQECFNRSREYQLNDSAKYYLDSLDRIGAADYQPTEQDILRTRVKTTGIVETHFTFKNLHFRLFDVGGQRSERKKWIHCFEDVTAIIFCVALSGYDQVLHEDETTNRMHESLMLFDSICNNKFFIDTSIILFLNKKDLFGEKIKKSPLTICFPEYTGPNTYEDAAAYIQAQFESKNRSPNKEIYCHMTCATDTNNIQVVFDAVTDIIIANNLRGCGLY
Bim-Mcl-1 – disrupts Bim peptide binding to human Mcl-1; Q07820; actives 0.1% (n = 190,000); inhibition, % at 10 µM; Bead-based flow cytometry, Bim peptide-Mcl-1 binding; in the data active = inhibition above about 40%;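 note: 0% = no compound tracer wells and 100% = peptide blocker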
RGS4-Gao reg – human RGS4-Galphao interaction regulation | P09471 | Multiplexed bead flow cytometry, RGS4-Galphao binding; actives lie on both sides | binding response (% of control), % at 10 µM | actives 0.33% (n = 220,000) | AID 1415; in the data active = binding response below about 49% or above about 150%; inactive = in between;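 note: fluorescent Galphao activated with aluminum fluoride binding bead-coupled RGS4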
GSH fluor – GSH bead compound fluorescence profile; GSH beads flow cytometry, compound fluorescence 488/530 nm; active compounds read high; fluorescence (KMESF) at 10 µM; actives 0.25% (n = 190,000); in the data active = fluorescence above about 89;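 note: glutathione beads carrying GST-tagged Bcl family fusion proteins plus one bare bead set; values are compound well signal with DMSO vehicle wells as background; inactives centre near 16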
RGS7-Gao – human RGS7-Galphao interaction regulation | binding response (% of control), % at 10 µM | Multiplexed bead flow cytometry, RGS7-Galphao binding; actives lie on both sides | AID 1439 | actives 0.35% (n = 220,000); in the data active = binding response below about 49% or above about 150%; inconclusive = no clear call, values can overlap the other calls; inactive = in between;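 note: fluorescent Galphao held in activated GDP-AlF4 state binding bead-coupled RGS7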
Active calls of the source: *; u = inconclusive; x = not tested or not shown. Compounds were not picked by outcome; about 3.3% have a hit in one of these screens.

[1] Cc1cccc(-c2noc(CN(C(=O)c3ccc4c(c3)OCO4)C(C)C)n2)c1
[2] Cc1ccc(CNC(=O)CSc2nc3ccsc3c(=O)n2Cc2ccc(C(=O)O)cc2)cc1
[3] CC(Sc1nnnn1C)C(=O)NC1CCCc2ccccc21 (centres undefined)
[4] CCCCCCC(C)n1[nH]c(=O)c2c(C)cc(C)nc21 (centres undefined)
[5] Cn1cc(CN(CCCN2CCOCC2)C(=S)Nc2cccc(Cl)c2)c2ccccc21
[6] CCN(CC)CCNc1nc(-c2ccco2)c2c(c1C#N)CC(C)(C)OC2
[7] O=C(O)CC1(CC(=O)NCc2ccccn2)CCCCC1
[8] CCOc1ccccc1-c1c2cc(O)c(=O)cc-2oc2cc(O)c(O)cc12
Compound	1	2	3	4	5	6	7	8
Mcl1 Bid PPI	-22.9	11.3	-31.9	-77.1	-3.2	-12.7	-24.9	-25.2
GSH fluor	23	67	22	x	17	15	x	10
RGS4-Gao reg	93.7	111.0	94.6	98.4	92.5	106.2	97.6	84.7
Avidin bead fluor	11	13	11	6	8	48*	2	4
ABCG2 block	1.5	0.0	1.1	x	0.5	1.9	x	-6.1
ABCB1 block	0.8	0.0	0.2	x	6.5	0.4	x	-0.4
RGS7-Gao	99.0	103.0	95.8	u	98.3	106.6	u	42.3*
Mcl1 Noxa PPI	1.2	7.8	1.4	18.5	16.3	0.5	-10.7	59.1*
Bim-Mcl-1	-1.0	0.0	-1.0	x	35.0	-4.0	x	1.0
RGS8-Gao reg	89.7	104.1	98.5	100.8	90.0	106.2	99.8	69.1
Pf gametocyte	25.3	-15.1	7.9	10.5	14.8	-5.6	1.3	x

Structures above shown as hits in RGS7-Gao.
item | mol | Mcl1 Bid PPI | GSH fluor | RGS4-Gao reg | Avidin bead fluor | ABCG2 block | RGS7-Gao | Mcl1 Noxa PPI | Bim-Mcl-1 | RGS8-Gao reg
8 | CCOc1ccccc1-c1c2cc(O)c(=O)cc-2oc2cc(O)c(O)cc12 | -25.2 | 10 | 84.7 | 4 | -6.1 | 42.3* | 59.1* | 1.0 | 69.1

Continuation:
[9] O=c1c(Cl)c(Nc2cccc(Cl)c2)cnn1-c1nc2ccccc2s1
[10] O=C(CSc1nnc(-c2ccccc2Cl)o1)Oc1ccc(Br)cc1
[11] Cc1onc(-c2ccccc2Cl)c1C(=O)OCC(=O)Nc1cccc(S(=O)(=O)N2CCOCC2)c1
[12] Cc1ccc(S(=O)CCNC(=O)Cc2ccccc2)cc1 (centres undefined)
[13] O=C(COc1ccc(-n2cnnn2)cc1)N1CCN(c2ccc(F)cc2)CC1
[14] COc1ccc(/C=N/Nc2cc(C)nc(N3CCOCC3)n2)cc1
[15] O=C(Nc1ccc([N+](=O)[O-])cn1)C1CC1
[16] CCN(CC)c1ccc(CC(=O)NC(C)Cc2ccccc2)cc1 (centres undefined)
Compound	9	10	11	12	13	14	15	16
Mcl1 Bid PPI	-47.9	-29.7	-15.3	-35.8	-59.7	-17.3	6.5	-33.1
GSH fluor	5	29	14	15	14	x	9	14
RGS4-Gao reg	86.9	93.9	100.0	103.6	108.1	100.5	102.2	100.1
Avidin bead fluor	9	3	11	9	19	4	5	8
ABCG2 block	1.8	1.7	19.5	4.5	12.0	x	7.0	3.4
ABCB1 block	0.9	-0.1	1.9	0.5	1.4	x	0.3	0.9
RGS7-Gao	87.8	95.7	99.7	u	116.8	u	103.2	99.8
Mcl1 Noxa PPI	17.7	-4.8	22.2	3.0	7.0	10.5	12.0	-12.6
Bim-Mcl-1	0.0	1.0	2.0	-1.0	-1.0	x	-8.0	-2.0
RGS8-Gao reg	77.3	94.0	98.2	101.9	106.7	101.8	105.5	99.1
Pf gametocyte	x	x	-13.2	2.9	-15.4	5.9	1.6	x

One compound at a time, as listed above.
COc1ccc(/C=N/Nc2cc(C)nc(N3CCOCC3)n2)cc1 reads Mcl1 Bid PPI = -17.3; GSH fluor = x; RGS4-Gao reg = 100.5; Avidin bead fluor = 4; ABCG2 block = x; ABCB1 block = x; RGS7-Gao = u; Mcl1 Noxa PPI = 10.5; Bim-Mcl-1 = x; RGS8-Gao reg = 101.8; Pf gametocyte = 5.9
O=c1c(Cl)c(Nc2cccc(Cl)c2)cnn1-c1nc2ccccc2s1 reads Mcl1 Bid PPI = -47.9; GSH fluor = 5; RGS4-Gao reg = 86.9; Avidin bead fluor = 9; ABCG2 block = 1.8; ABCB1 block = 0.9; RGS7-Gao = 87.8; Mcl1 Noxa PPI = 17.7; Bim-Mcl-1 = 0.0; RGS8-Gao reg = 77.3; Pf gametocyte = x

Next structures.
[17] O=S(=O)(c1ccc(Cl)cc1)N1CCCC1c1nc2ccccc2s1 (centres undefined)
[18] O=C(N/N=C/c1cn[nH]c1-c1ccccc1)c1ccco1
[19] CCCS(=O)(=O)N1CCN(Cc2ccc3c(c2)c2ccccc2n3CC)CC1
[20] CN(C)CCN(C(=O)c1ccccc1Cl)c1nc2c(Cl)cccc2s1
[21] COc1cc(/C=C2/C(=N)N3C=CSC3=NC2=O)ccc1OCCOc1ccc(NC(C)=O)cc1
[22] Cc1cc(C(=O)Nc2cccnc2)no1
[23] O=C(O)C(Cc1c[nH]c2ccccc12)NS(=O)(=O)c1ccc2ccccc2c1 (centres undefined)
[24] O=C(c1ccc(Cl)s1)N1CCN(c2ncccn2)CC1
Compound	17	18	19	20	21	22	23	24
Mcl1 Bid PPI	29.4	-14.6	32.8	57.4*	-4.3	6.2	-7.0	-16.1
GSH fluor	30	15	9	19	52	23	10	x
RGS4-Gao reg	98.8	100.1	102.2	102.7	98.1	101.6	84.1	98.0
Avidin bead fluor	14	6	13	13	25	30	7	7
ABCG2 block	0.1	16.5	3.4	2.3	0.0	6.7	0.4	x
ABCB1 block	0.1	2.0	1.1	0.9	-0.2	0.4	0.3	x
RGS7-Gao	96.8	89.9	102.2	99.4	92.9	100.2	82.0	u
Mcl1 Noxa PPI	9.5	23.7	26.4	-7.2	22.4	6.6	18.7	-8.0
Bim-Mcl-1	0.0	-2.0	-6.0	-4.0	0.0	-3.0	-2.0	x
RGS8-Gao reg	100.8	100.8	102.4	101.2	97.2	104.2	93.8	100.1
Pf gametocyte	x	-23.1	x	x	x	x	4.4	4.3

Results in sequence from the entries so far.
Mcl1 Bid PPI, entries 18–22, in order: -14.6, 32.8, 57.4*, -4.3, 6.2

Random excerpt: four records from the list
[6] CCN(CC)CCNc1nc(-c2ccco2)c2c(c1C#N)CC(C)(C)OC2
[21] COc1cc(/C=C2/C(=N)N3C=CSC3=NC2=O)ccc1OCCOc1ccc(NC(C)=O)cc1
[3] CC(Sc1nnnn1C)C(=O)NC1CCCc2ccccc21 (centres undefined)
[12] Cc1ccc(S(=O)CCNC(=O)Cc2ccccc2)cc1 (centres undefined)
Compound	6	21	3	12
Mcl1 Bid PPI	-12.7	-4.3	-31.9	-35.8
GSH fluor	15	52	22	15
RGS4-Gao reg	106.2	98.1	94.6	103.6
Avidin bead fluor	48*	25	11	9
ABCG2 block	1.9	0.0	1.1	4.5
ABCB1 block	0.4	-0.2	0.2	0.5
RGS7-Gao	106.6	92.9	95.8	u
Mcl1 Noxa PPI	0.5	22.4	1.4	3.0
Bim-Mcl-1	-4.0	0.0	-1.0	-1.0
RGS8-Gao reg	106.2	97.2	98.5	101.9
Pf gametocyte	-5.6	x	7.9	2.9
